Assay outcomes (PubChem BioAssay)
PriA SSB inh = blocks PriA binding to SSB C-terminal tail | AlphaScreen SSBct-PriA binding, biotinylated peptide | actives 0.6% (n = 430,000) | AID 1272365 | inhibition, % at 33 µM; in the data active means inhibition mostly above about 37%, no sharp cut-off; inactive means mostly below about 20%;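 further: plate controls were negative control peptide for no effect and reference peptide for full effect; strong numbers were not always called active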
* = called active by the depositor; + = active, no number; & = joins results of further samples.

nr	Molecule	PriA SSB inh
1	CCSc1ccccc1C(=O)NC1CNC(=O)C1 (configuration not stated)	-17
2	COc1ccc(OC)c(C(C)=NNc2ccc(C(=O)O)cc2)c1	12
3	C=CCNC(=O)c1ccc(COc2ccccc2Cl)o1	5
4	COCCNC(=O)Cn1nc(-c2ccc(F)cc2)c2sc(N3CCCC3)nc2c1=O	4
5	Cc1ccc(Cc2nnc(NC(=O)COc3ccc(Cl)cc3Cl)o2)cc1	1
6	O=c1[nH]cc(N2CCCCC2)c(=O)[nH]1	4
7	O=C(c1ccc2noc(-c3ccccc3)c2c1)N1CCS[C@H](c2ccccc2)CC1	11
8	O=C1CCCN2N=C(SCC(=O)Nc3ccc(F)cc3)SC2=N1	5
9	O=C(NC=NO)C1=NOC(CNc2ncc(C(F)(F)F)cc2Cl)C1 (configuration not stated)	-8
10	COCC(=O)NCCSc1c(-c2ccc(F)cc2)[nH]c2ccccc12	-2
11	C[C@H](O)CN1CCN(C(=O)c2ccc3nsnc3c2)CC1	-2
12	C=CCNC(=O)CC(=O)NN=Cc1ccc(F)cc1	-11
13	COc1cc(OC)cc(-c2noc(CSc3n[nH]c(=O)c4cc(-c5cccs5)nn34)n2)c1	-2
14	O=c1[nH]cnc2c(-c3cccc(F)c3)csc12	-13
15	CO[C@@](C)(CNS(=O)(=O)c1cccnc1)c1ccccc1F	6
16	O=C(NCC(O)(c1ccccc1)C(F)(F)F)c1cncc(Br)c1 (configuration not stated)	-7
17	Cc1c(F)cccc1NC(=O)Nc1cnc(N2CCN(c3ccccc3)CC2)nc1	2
18	COC(=O)c1ccc2c(=O)n(-c3ccc(C)c(F)c3)c(N3CCC(C)CC3)nc2c1	-41
19	CC1(C)COc2ccc(NS(=O)(=O)c3ccc(Br)cc3)cc2NC1=O	3
20	CCN1c2ccccc2C(O)=CS1(=O)=O	1

(continued)
nr	Molecule	PriA SSB inh
21	O=C(N/N=C/c1cccc2cccnc12)c1ccccc1Br	+
22	COc1ccc(C(=O)CSc2ccc(-c3ccc(-n4cccn4)cc3)nn2)cc1	-22&-8
23	O=C(Cc1csc(Nc2cccc(Cl)c2)n1)NCc1cccnc1	7
24	CCc1ccc(-c2cc3c(SCC(=O)Nc4cccc(Cl)c4C)nccn3n2)cc1	8
25	CCOc1ccc2oc(-c3ccccc3)c(C(=O)N3CCOCC3)c2c1	-10
26	O=C(CSc1ccc(NC(=O)c2ccco2)nn1)Nc1ccc(OC(F)(F)F)cc1	-14
27	CCOC(=O)c1c(NC(=O)c2cc3ccccc3c(=O)o2)sc(C)c1C	12
28	CC(Sc1nnnn1-c1ccc(Cl)cc1)C(=O)Nc1nccs1 (configuration not stated)	7
29	CSc1sc(-c2ccccc2)c2[n+]1CC(=O)N2	-9
30	CCOCC(=O)NCC(c1ccc(C)cc1)N1CCN(C)CC1 (configuration not stated)	-6
31	COc1ccc(C=NNc2ccc(C(F)(F)F)cc2[N+](=O)[O-])cc1	6
32	Cc1nnc(C2CCCN(C(=O)/C=C\c3ccccc3)C2)s1 (configuration not stated)	5
33	CC(C)Nc1cc(C(C)(C)C)nc2c(-c3ccc(Cl)cc3)cnn12	-29
34	CC1(C)CC(O)CC(C)(C)N1CC(O)COc1ccc(-c2ccccc2)cc1 (configuration not stated)	8
35	O=S(=O)(CCCOc1ccccc1)N1CCc2ncncc2C1	-1
36	CCCN1C(=O)C(C)(C)COc2ccc(NC(=O)c3cc4ccccc4oc3=O)cc21	1
37	Cc1cc(C(=O)Nc2nc3c(s2)CN(C)CC3)on1	-14&-2
38	O=C(NCC1CCN(Cc2ccco2)CC1)c1ccc2ccccc2c1	-12
39	O=S(=O)(/C=C/c1ccccc1)N1CCCC(Oc2cccnn2)C1 (configuration not stated)	-11
40	COc1ccc(CCNC(=O)c2cccc(NS(=O)(=O)c3ccc(F)c(Cl)c3)c2)cc1OC	13

More structures
nr	Molecule	PriA SSB inh
41	CCOc1ccc(NC(=O)CSC2=C(C#N)C(c3ccccc3Cl)C(C(C)=O)=C(C)N2)cc1 (configuration not stated)	1
42	Cc1ccc(NC(=O)CSc2nnc(N=CN(C)C)s2)cc1	5
43	Cc1ccc(-c2c(C(=O)NN=Cc3ccsc3)nnn2-c2nonc2N)cc1	-12
44	CS(=O)(=O)c1ccc(Nc2nc(CC(=O)NCc3ccccc3Cl)cs2)cc1	-2
45	COc1cc(-c2cc(C(=O)O)[nH]n2)cc(OC)c1OC	-8
46	CC(=NNC(=O)c1ccc(Br)o1)c1cccc(NC(=O)c2ccc(F)cc2)c1	-2
47	O=C(CSC(=S)N1CCCC1)NN=Cc1c(O)[nH]c(=S)[nH]c1=O	-5
48	O=C(NCC1COc2ccccc2O1)NC1CC(=O)N(c2ccc(F)cc2)C1 (configuration not stated)	-12&1
49	O=C(NN=Cc1cccc([N+](=O)[O-])c1O)C1COc2ccccc2O1 (configuration not stated)	32
50	CC(=O)Nc1ccc(C=NOCC(=O)Nc2ccc(C)cc2)cc1	-9
51	Nc1ccc(C(=O)NN=Cc2cc(N=Nc3cccc4ccccc34)ccc2O)cc1	22
52	COc1ccc(NC(=O)C2CN(S(C)(=O)=O)C2)cc1Cl	-2
53	CC(Oc1ccccc1F)C(=O)N1CCN(c2ccc3nncn3n2)CC1 (configuration not stated)	-2
54	O=C(CSc1nnc(-c2ccc3c(c2)OCCO3)o1)N1CCOCC1	-19
55	O=C(Nc1ccc(Br)cc1F)C1CSc2nccc(=O)n2C1 (configuration not stated)	-2
56	Cc1ccccc1C(=O)Nc1ccc(C(=O)NN=Cc2ccc(O)c(Br)c2)cc1	3
57	NS(=O)(=O)c1ccc(CCNC(=O)c2[nH]nc3c2CCc2ccccc2-3)cc1	-4
58	O=C(Nc1nc(CN2CCc3ccccc3C2)cs1)c1cc(=O)c2ccccc2o1	6
59	CC1(C)CC(=O)C(C(c2ccccn2)c2c[nH]c3ccccc23)=C(O)C1 (configuration not stated)	-6
60	O=C(NN=Cc1ccc(-c2ccc([N+](=O)[O-])cc2)o1)C(O)c1ccccc1 (configuration not stated)	14

The list goes on.
nr	Molecule	PriA SSB inh
61	Cc1ccc2oc(C(=O)Nc3ccc4c(c3)OCO4)cc2n1	-9
62	Cc1cc(Br)c(OCc2ccc(C(=O)NN=C3CC(=O)CC(C)(C)C3)cc2)c(Br)c1	-5
63	CCOc1ccccc1C=c1sc2nc(-c3ccco3)nn2c1=O	-14
64	COc1cc(/C=N\NC(=O)CCn2c(-c3ccccc3)c(-c3ccccc3)c3ccccc32)ccc1O	22
65	CCc1ccc(NC(=O)C(=O)NCc2cccc(OC)c2)cc1	-11
66	O=C(CSc1nc2c(c(=O)n1-c1ccc(F)cc1)SCC2)NC[C@H]1CCCO1	-13
67	COC(=O)C(=NOCc1ccc(C#N)cc1)c1c(C)nn(C)c1C	-3
68	O=C(NCCSC1CCOCC1)NCc1cccs1	-6
69	Cc1cc(C)nc(SCc2cc(=O)c(OC(=O)c3cccs3)co2)n1	2
70	O=C1CCCC(=O)N1CCS(=O)(=O)N1CCN(CCc2ccccc2)CC1	5
71	COc1ccc(NC(=O)CSc2ccc(NC(=O)c3cccs3)nn2)cc1OC	-4
72	O=C(c1nc2ccccc2s1)N1CCc2oncc2C1	-8
73	CN(C)CCCNC(CC(=O)Nc1cc(Cl)ccc1Cl)C(=O)O (configuration not stated)	1
74	CC(Cn1cnc([N+](=O)[O-])n1)=NNC(=O)c1ccccc1	-10
75	COc1cc2[nH]c(=O)n(Cc3ccc(C(=O)NCc4ccc(SC)cc4)cc3)c(=O)c2cc1OC	-10&-8
76	O=C(NCCSC1CCOCC1)c1ccccc1F	-7
77	COc1ccc2nc(N(Cc3ccccn3)C(=O)c3cccc(C(F)(F)F)c3)sc2c1	-10
78	COc1ccc(C=NNC(=O)CCCOc2ccc(Cl)cc2Cl)cc1[N+](=O)[O-]	-5
79	Cc1cc(S(=O)(=O)Nc2ccc3c(c2)C(=O)NCCO3)ccc1F	4
80	CN1C(=O)c2ccc(NC(=O)CS(=O)(=O)c3ccc(Cl)cc3)cc2C1=O	-8

A draw from above in order of heavy-atom count, low to high.
nr	Molecule	PriA SSB inh
20	CCN1c2ccccc2C(O)=CS1(=O)=O	1
14	O=c1[nH]cnc2c(-c3cccc(F)c3)csc12	-13
3	C=CCNC(=O)c1ccc(COc2ccccc2Cl)o1	5
11	C[C@H](O)CN1CCN(C(=O)c2ccc3nsnc3c2)CC1	-2
15	CO[C@@](C)(CNS(=O)(=O)c1cccnc1)c1ccccc1F	6
28	CC(Sc1nnnn1-c1ccc(Cl)cc1)C(=O)Nc1nccs1 (configuration not stated)	7
39	O=S(=O)(/C=C/c1ccccc1)N1CCCC(Oc2cccnn2)C1 (configuration not stated)	-11
19	CC1(C)COc2ccc(NS(=O)(=O)c3ccc(Br)cc3)cc2NC1=O	3
25	CCOc1ccc2oc(-c3ccccc3)c(C(=O)N3CCOCC3)c2c1	-10
60	O=C(NN=Cc1ccc(-c2ccc([N+](=O)[O-])cc2)o1)C(O)c1ccccc1 (configuration not stated)	14
78	COc1ccc(C=NNC(=O)CCCOc2ccc(Cl)cc2Cl)cc1[N+](=O)[O-]	-5
56	Cc1ccccc1C(=O)Nc1ccc(C(=O)NN=Cc2ccc(O)c(Br)c2)cc1	3
7	O=C(c1ccc2noc(-c3ccccc3)c2c1)N1CCS[C@H](c2ccccc2)CC1	11
36	CCCN1C(=O)C(C)(C)COc2ccc(NC(=O)c3cc4ccccc4oc3=O)cc21	1
41	CCOc1ccc(NC(=O)CSC2=C(C#N)C(c3ccccc3Cl)C(C(C)=O)=C(C)N2)cc1 (configuration not stated)	1

Carrying on:
nr	Molecule	PriA SSB inh
81	CCOC(=O)CSc1nnc(CNC(=O)c2ccc([N+](=O)[O-])cc2)n1Cc1ccccc1	4
82	O=C(COc1ccc(Cl)cc1)N1CCN(c2nc3ccc([N+](=O)[O-])cc3s2)CC1	-9
83	COc1ccc(C)c2sc(NC(=O)c3ccccc3NS(=O)(=O)c3ccc(C)cc3)nc12	0
84	Cc1cc(O)c(C(c2ccc3c(c2)OCO3)c2c(O)cc(C)oc2=O)c(=O)o1	-17&4
85	Cc1nc2c(C)cccn2c(=O)c1NC(=O)c1ccccc1[N+](=O)[O-]	-12
86	O=[N+]([O-])c1ccc(Cl)c(S(=O)(=O)NCCOc2ccc(-c3cccs3)nn2)c1	16
87	O=C(Nc1ccc2c(c1)CCN2C(=O)C1CCCC1)C1CC1	-3
88	COc1cc(/C=N\NC(=O)COc2cccc3ccccc23)cc(Br)c1O	19
89	COc1cccc(NC(=S)C(=C([O-])c2ccc(C)c([N+](=O)[O-])c2)[n+]2ccccc2)c1	26
90	CC1=C(C(=O)Nc2ccc(Cl)cc2)C(c2ccncc2)C(C#N)C(SCC(=O)Nc2ccc(C)c(Cl)c2)=N1 (configuration not stated)	-3
91	COc1ccc([N+](=O)[O-])cc1NC(=S)NC1CCS(=O)(=O)C1 (configuration not stated)	3
92	CCOC(=O)C1=C(C)N=C(NC(=O)c2ccc(Cl)cc2)S[C@H]1c1ccc(Cl)cc1	-12
93	O=C(NCCc1ccc(N2CCCC2)cc1)c1cccs1	-9
94	O=C(CSc1ccc(F)cc1)NCc1cncc(-c2cccs2)c1	-11
95	COc1ccc2c(c1)CCC(=CNc1ccc3c(c1)OCO3)C2=O	20
96	Cc1cc(C)n(CC2CCN(Cc3csc(-c4ccccc4)n3)CC2)n1	5
97	CCCCn1c(SCC(=O)Nc2ccccc2C(F)(F)F)nc2c(sc3ncccc32)c1=O	-25
98	O=C(NCCNc1cc(-n2cccc2)ncn1)c1ccc(Br)o1	0
99	O=C(NC(c1cccnc1)C1CCOCC1)c1ccc2ncsc2c1 (configuration not stated)	-6
100	CCn1ccnc1N1CCN(C(=O)c2ccc(C)c(C)c2)CC1	2

Next entries.
nr	Molecule	PriA SSB inh
101	CC(=O)c1ccc(NC(=O)CSc2ncnc3nc(N4CCCC4)sc23)cc1	-11
102	O=C(NCCn1cc(SCC(=O)N2CCc3ccccc32)c2ccccc21)c1ccc(Cl)cc1Cl	-6
103	CC(C)(C)C1CCc2c(sc3nc(CCC(=O)N4CCOCC4)[nH]c(=O)c23)C1 (configuration not stated)	0
104	O=C(NCc1cccnc1)N1CCOCC1	10
105	O=C(CCSc1ccc(Cl)cc1)Nc1nc2c(s1)CCC2	1
106	O=C(NCCCCN1CCOC(c2ccccc2)C1)c1cc2ccccc2oc1=O (configuration not stated)	-5
107	O=C1NCCCC1=NNc1cc(F)ccc1F	-5
108	CC(=O)N(c1ccc(N(C(C)=O)S(=O)(=O)c2ccc3ccccc3c2)cc1)S(=O)(=O)c1ccc2ccccc2c1	1
109	O=C(c1cncc(Br)c1)N1CCCC[C@H](c2ccc(F)cc2)C1	7
110	Cc1cc(C(=O)NCCn2nc(-c3ccsc3)cc2C2CC2)no1	-14
111	O=C(CC1CCCC1)NCc1cc(-c2cccs2)on1	-4
112	O=C(c1ccco1)N1CCc2ccc(NS(=O)(=O)Cc3ccc(F)cc3)cc2C1	-8
113	COc1ccc(NC(=O)NC2CCCCC2)cc1N1CCCC1=O	-10
114	COc1ccc(Cc2nnc(C3CCN(C(=O)c4ccco4)CC3)s2)cc1	-5
115	Cc1ccc(N2CCCS2(=O)=O)cc1NC(=O)C1CC1	-6
116	CC(O)CNC(=O)C(=O)NCC(c1ccco1)N1CCOCC1 (configuration not stated)	-12
117	O=[N+]([O-])c1ccc(S(=O)(=O)n2nc3ccccc3n2)cc1	3
118	CS(=O)(=O)N1CCC(C(=O)N2CC(n3cc(COc4ccccc4)nn3)C2)CC1	3
119	COc1ccc(CCNC(=O)C(=O)Nc2ccc(F)cc2F)cc1OC	7
120	CC(=O)Nc1nc(SCC(=O)Nc2nc(C)cs2)[nH]c(=O)c1NC(=O)c1cccs1	-8

Next results:
nr	Molecule	PriA SSB inh
121	CC(C)Oc1ccc(C=NNC(=O)c2nnn(-c3nonc3N)c2CN(C)C2CCCCC2)cc1	3
122	Cc1oc(-c2cccc(Cl)c2)nc1Cn1c(=O)n(C(C)C)c(=O)c2ccccc21	-8
123	CCOC(=O)COc1ccc2c(c1)O/C(=C\c1ccc(Cl)c(Cl)c1)C2=O	-9
124	Cc1ccc(OCCOC[C@@H](O)CN2CCN(CCN3C(=O)c4cccc5cccc(c45)C3=O)CC2)cc1C	36*
125	CCOc1ccc2ccccc2c1C(=O)NCC1CCN(Cc2ccco2)CC1	-7

This is a subset. The share of hits here may be higher or lower than overall.
